Bioassay records: PubChem BioAssay, NCI
All columns: NCI-60 one-dose screen, growth in % after 48 h at 10 µM unless noted; 100 = growth as untreated, 0 = no growth, -100 = all killed.
TK-10: TK-10 renal cancer cells; hit rate 3.9% among 81,000; AID 1794769; active means growth percent below 10
* = called active by the depositor; & = joins results of further samples; [ ] = another dose, or the depositor's remark. Not all compounds are listed. The share of hits here may be higher or lower than overall.

SMILES | TK-10
O=C(O)CN1C(=O)CN=C(c2ccc(O)cc2)c2cc(Cl)ccc21 | 109[30 µM]
CCN1CC2(C)CCC(OC)C34C5CC6CCC(O)(C5C(=O)O6)C(C(O)C23)C14 (stereo not given) | 98&111[100 µM]
CCC(C)C(=O)OC1CC2(C)C(c3ccoc3)OC(=O)CC23OC2(C)OC34C(OC(=O)C(C)C)C3(O)C(OC(=O)C5(C)OC5C)C5(C)CC3(O)C(C)(C5CC(=O)OC)C14O2 (stereo not given) | 86&55[100 µM]
N#CCN1C(=O)C(Cc2ccc(O)cc2)N=C(c2cccc(O)c2)c2ccccc21 (stereo not given) | 115[30 µM]

A few values from above:
Reading of `CCN1CC2(C)CCC(OC)C34C5CC6CCC(O)(C5C(=O)O6)C(C(O)C23)C14` (stereo not given) under TK-10: 98&111[100 µM]
Reading of `O=C(O)CN1C(=O)CN=C(c2ccc(O)cc2)c2cc(Cl)ccc21` under TK-10: 109[30 µM]
